High-throughput results deposited in PubChem by several laboratories.
PPC-1+TRAIL kill: compounds killing PPC-1 cancer cells with TRAIL present, primary screen, TRAIL potentiator project, ATPLite luminescence, uHTS | AID 1443, 2008 | actives 0.41% (n = 220,000) | cell killing (% activity), % at 4 µM | PPC-1 cells + TRAIL, ATPLite viability luminescence;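 active = cell killing above 50% in the first pass at 4 µM, then a duplicate retest at 5 µM averaging 50% or more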;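 note: plate controls were cells with TRAIL plus DMSO for no effect and medium-only wells lacking cells for full effect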
EP2 modulator: EP2 receptor modulators, cAMP readout, primary screen, cell-based, HTRF cAMP, PGE2 stimulation; Prostaglandin E2 receptor EP2 subtype (Homo sapiens), P43116; EP2-expressing cells, cAMP HTRF FRET, PGE2 co-stimulation; induction, % at 25 µM; actives 0.83% (n = 260,000); AID 940, 2007;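 active = compounds whose cAMP rise, as percent of the full-agonist control response, exceeds 60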;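 note: rat C6 glioma line stably carrying human EP2 under a CMV promoter; the protocol text gives 20 µM as final concentration; 100% = response of wells given 1 µM PGE2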
Target sequence (P43116 whole entry, looked up): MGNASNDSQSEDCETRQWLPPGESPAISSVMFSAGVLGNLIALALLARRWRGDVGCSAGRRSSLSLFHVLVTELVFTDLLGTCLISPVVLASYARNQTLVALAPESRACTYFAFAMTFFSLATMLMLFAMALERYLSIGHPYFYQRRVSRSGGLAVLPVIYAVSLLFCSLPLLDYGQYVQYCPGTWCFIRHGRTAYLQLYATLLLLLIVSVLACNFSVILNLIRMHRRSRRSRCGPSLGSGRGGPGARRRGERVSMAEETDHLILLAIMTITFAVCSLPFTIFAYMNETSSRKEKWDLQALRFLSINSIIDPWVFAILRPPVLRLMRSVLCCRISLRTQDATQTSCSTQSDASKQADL
CHOP inh: inhibitors of CHOP promoter induction, primary screen, cell-based, unfolded protein response, luciferase reporter. CHO-K1 CHOP-promoter luciferase, tunicamycin-induced, 15-18 h. inhibition, % at 10 µM. actives 3.8% (n = 220,000). AID 2732, 2010;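 active = compounds that reduced the stress-induced luciferase reporter signal by more than about 70% of percent inhibition, limit read from the data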;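 note: 0% = tunicamycin plus vehicle and 100% = wells without tunicamycin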
TRPML3 ag: human TRPML3 channel agonists, primary screen, cell-based, HEK293 TRPML3-YFP, Fluo-8 calcium fluorescence, 3 µM; Mucolipin-3 (Homo sapiens), Q8TDD5; 100% = the carbachol control signal; activation, % at 3 µM; actives 0.29% (n = 220,000); AID 1448, 2008;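 active = activation above its plate's cutoff, the mean activation of the plate's test wells plus 3 SD, cut at about 12% in these data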;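 note: 0% = DMSO only wells and 100% = carbachol wells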
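Test system: TRPML3-YFP stable HEK293 cells. Doses: single point at 3 µM. Incubation: dye loading 1 h 37 °C then 30 min ambient, 125 s read. Signal: Fluo-8 calcium dye fluorescence, ex 470-495, em 515-575 nm. Measure: percent activation from peak-to-basal fluorescence ratio, scaled between DMSO and carbachol.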
zfTRPN1 agonist: zebrafish TRPN1 channel agonists, primary screen, cell-based, HEK293, calcium fluorescence | actives 0.18% (n = 220,000) | activation, % at 3 µM | HEK293 zebrafish TRPN1-YFP, Fluo-8 calcium fluorescence; 100% = response to 87 µM carbachol;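 active = activation above its plate's cutoff, the mean activation of test wells on that plate plus 3 SD, cut at about 19% in these data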;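 note: 0% = DMSO alone and 100% = 87 µM carbachol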
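Material – zebrafish TRPN1-YFP in HEK293 cells · Doses – 3 µM single point · Schedule – dye 1 h 37 °C plus 30 min RT · Signal – Fluo-8 calcium fluorescence, excitation 470-495 nm, emission 515-575 nm · Read-out – % activation versus carbachol response · Control set – carbachol high, DMSO low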
NPY-Y1 antag: NPY-Y1 receptor antagonists, primary screen, cell-based; HEK293-CNG Y1 cells, membrane potential fluorescence; NPY at EC95, then isoproterenol; actives 1% (n = 200,000); inhibition, % at 3.6 µM; AID 1040, 2008; Neuropeptide Y receptor type 1 (Homo sapiens), P25929;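 active = inhibition above the campaign mean inhibition of all tested compounds plus 3 SD, cut at about 20% in these data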;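 note: 0% = DMSO wells given NPY plus isoproterenol and 100% = isoproterenol alone without NPY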
Target sequence (P25929 whole entry, looked up): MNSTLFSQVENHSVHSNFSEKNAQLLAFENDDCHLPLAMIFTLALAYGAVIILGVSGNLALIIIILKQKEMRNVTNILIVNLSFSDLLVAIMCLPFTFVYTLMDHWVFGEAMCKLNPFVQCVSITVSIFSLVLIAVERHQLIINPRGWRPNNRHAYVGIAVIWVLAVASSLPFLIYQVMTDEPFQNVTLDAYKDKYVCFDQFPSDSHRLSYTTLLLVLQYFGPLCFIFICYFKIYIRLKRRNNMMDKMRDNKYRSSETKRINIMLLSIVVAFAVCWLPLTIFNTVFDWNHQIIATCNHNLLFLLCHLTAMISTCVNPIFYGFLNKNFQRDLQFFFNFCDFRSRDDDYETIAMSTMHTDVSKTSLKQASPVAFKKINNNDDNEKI
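Material: HEK293 cells co-expressing NPY Y1 receptor and cyclic-nucleotide gated channel. Timing: compound incubation 1 h at room temperature, readout 45 min post-stimulation. Signal: fluorescence, membrane potential probe.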
NPY1 pot ag: NPY-Y1 receptor potentiators or agonists, primary screen, cell-based | Neuropeptide Y receptor type 1 (Homo sapiens), P25929 | NPY-Y1 expressing cells, potentiator/agonist activation | activation, % at 3.6 µM | actives 0.37% (n = 220,000) | AID 1304, 2008; in the data active = activation above about 33%, passing the limit was not always enough;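 note: cells stimulated with NPY at EC10 then isoproterenol at EC100; 0% = low agonist plus stimulus and 100% = saturating agonist plus stimulus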
14-3-3 Bad PPI: inhibitors of 14-3-3 zeta/Bad binding, primary screen, biochemical, TR-FRET, bovine 14-3-3 zeta; AID 781, 2007; TR-FRET 14-3-3zeta/Dy647-pBad peptide displacement, 1 h; actives 0.71% (n = 220,000); inhibition, % at 21.7 µM;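 active = inhibition above about 70%, limit read from the data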;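 note: 0% = full 14-3-3 plus peptide FRET controls and 100% = background without 14-3-3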
Target sequence (P63103 whole entry, looked up): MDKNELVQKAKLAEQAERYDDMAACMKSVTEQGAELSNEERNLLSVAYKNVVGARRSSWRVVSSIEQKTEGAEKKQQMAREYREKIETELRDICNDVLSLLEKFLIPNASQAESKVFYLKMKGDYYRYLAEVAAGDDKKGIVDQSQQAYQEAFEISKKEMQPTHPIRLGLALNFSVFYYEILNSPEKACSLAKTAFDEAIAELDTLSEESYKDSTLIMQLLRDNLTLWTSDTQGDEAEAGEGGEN
EP2 antag: human EP2 receptor antagonists, primary screen, TR-FRET cAMP, C6 glioma cells; Prostaglandin E2 receptor EP2 subtype (Homo sapiens), P43116; AID 1422, 2008; actives 0.52% (n = 260,000); inhibition, % at 25 µM; C6 glioma cells expressing human EP2; cells stimulated with saturating PGE2;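 active = percent inhibition above 40 after rounding to a whole number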;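 note: rat C6 glioma host cells with rolipram phosphodiesterase inhibitor present; the protocol text gives 20 µM as final concentration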
* marks the source's active call; other numbers are inactive results; x = no result given; & = joins results of further samples; [ ] = another dose, or the depositor's remark. This is a subset (hit frequency here may not be typical).

SMILES	PPC-1+TRAIL kill	EP2 modulator	CHOP inh	TRPML3 ag	zfTRPN1 agonist	NPY-Y1 antag	NPY1 pot ag	14-3-3 Bad PPI	EP2 antag
O=C(O)/C=C/c1ccc2c(-c3ccccc3)onc2c1	9.4	6.0	12.2	0.3	1.5	-1.4	-2.3	18.6	6.0
CC(C)(C)NS(=O)(=O)c1ccc(CCC(=O)N2CCCCC2)cc1	-4.3	-9.0	0.0	0.8	2.1	2.1	6.3	-4.8[fluorescence artefact?]	8.3
CCc1c(O)nc(SCC(=O)Nc2ccc(C)cc2)n(C2CCCCC2)c1=O	1.8	24.7	7.3	1.1	1.7	1.7	-0.3	-23.6	2.9
COc1cccc(C2c3[nH]c4ccccc4c3CCN2Cc2cccn2-c2ncccn2)c1 (configuration not stated)	20.5	-5.1	27.7	0.4	-1.3	13.7	-18.9	-7.1	4.6
O=C(CCCc1ccccc1)c1ccc2c(c1)OCCO2	80.3*[5 µM]	-70.8&-46.7	88.9*	-0.7	1.4	13.7	-10.4	-4.0[fluorescence artefact?]	12.9&-1.7
COc1cccc(N2CCN(c3ncnc4c3[nH]c3ccc(F)cc34)CC2C)c1 (configuration not stated)	63.2*[5 µM]	-54.8	x	4.8	13.4	57.5*	-24.5	-4.3	98.9*
NC(=O)CSc1nnc(-c2ccccn2)n1N	-2.5	26.9	-0.5	-0.1	1.5	x	-5.8	-4.5	2.3
COc1ccc(S(=O)(=O)N2C3CCC2CC(NC(=O)C2CC2)C3)cc1 (configuration not stated)	-10.7	-24.3&-25.8	-0.6	0.4	0.5	-13.6	1.7	x	7.4&5.7
COc1ccc(-n2c(-c3cccc(OC)c3)nc(=S)c3c2CCCC3)cc1	3.9	77.0*	-19.9	-0.2	-1.6	0.7	12.0	-14.8	17.8
COc1ccc(CCNC(=O)C(=O)NCc2ccc(Cl)cc2)cc1OC	11.6	-19.4	12.4	-0.3	-2.3	-4.2	-3.1	-3.5	7.7
CCOC(=O)C1CCN(c2ncnc3c(C)csc23)CC1	9.2	-6.0	-9.2	3.9	9.7	x	-13.3	3.0	7.6
CCC/C(O)=C1\C(=O)CCCC1=NCCc1c(C)[nH]c2ccc(C)cc12	-0.6	-21.6	-0.5	0.7	2.0	x	18.4	4.2	7.3
Cc1ccc(C(=O)CSc2nnc(CNc3nc(-c4ccccc4)cs3)n2C)cc1	21.3	-14.5	62.0	-0.1	-1.5	-3.7	-1.4	-12.8[fluorescence artefact?]	9.2
O=C(Nc1ccc2c(c1)OCCO2)C1CCN(S(=O)(=O)c2cccs2)CC1	2.2	-27.1	22.4	0.8	1.4	1.7	-4.2	-8.8	6.8
Cc1cc(NCc2ccccc2)n2ncnc2n1	-0.6	-7.8	-0.9	1.0	2.8	-0.8	3.9	-7.4	6.1
O=C(O)CSc1ncnc2sc(-c3ccccc3)cc12	12.2	-17.3	-15.1	0.9	0.2	4.3	-11.0	10.8	19.6
Cc1ccn2c(CNCCn3nc(C)cc3C)c(C(=O)N3CCCCCC3)nc2c1	10.6	-28.6	-2.2	0.5	-0.6	2.4	-25.9	0.2	7.6
CCOc1ccc(C(=O)N/N=C(\c2ccccc2)c2ccccn2)cc1	14.5	-16.8	37.3	-1.5	-1.3	1.2	-18.8	8.0	18.2
Cc1ccc(-c2nc3c(c(=O)[nH]c(=O)n3Cc3ccccc3)n2Cc2ccccc2)o1	-14.2	54.6	2.7	-0.9	-1.9	5.8	-22.5	10.9	2.9
COc1ccc(CNC(=O)CC2Sc3ccccc3NC2=O)cc1 (configuration not stated)	9.7	-25.8	25.7	1.1	-2.0	14.0	-8.4	-4.8	7.0
CC(=O)N1N=C(c2ccc3nccnc3c2)CC1c1ccccc1 (configuration not stated)	-3.3	-21.8	4.3	0.2	0.5	-1.9	17.9	2.9	4.1
O=C(Nc1ccc(Cc2ccncc2)cc1)c1cc([N+](=O)[O-])ccc1N1CCOCC1	5.4	-73.5	9.8	0.4	0.3	-1.8	21.8	-5.7	4.7
Nc1nnc(SCC(=O)Nc2ccc(S(=O)(=O)N3CCOCC3)cc2)s1	6.3	-18.1	-15.2	0.8	0.4	12.3	-15.9	12.7	8.0
CC(C)=C(NC(=O)c1ccccc1)C(=O)Nc1ccc(C(=O)O)cc1	7.7	14.2	-0.9	0.8	0.7	x	12.0	1.4	5.2
O=C(Cn1cnc2c(nnn2Cc2ccc(F)cc2)c1=O)N1CCCc2ccccc21	-1.8	-20.6	-9.1	0.8	0.1	-0.9	-25.8	-8.3	4.5
O=C(O)c1ccc(Cl)c(S(=O)(=O)N2CCCCCC2)c1	23.9	7.6	-11.2	1.0	0.0	-1.4	-15.3	7.7	6.5
CCN(CCn1cccn1)C(=O)c1cc(COc2cccc3cccnc23)on1	-5.8	-14.6	19.9	-0.1	0.1	-3.5	5.2	-4.9	5.8
CC1CN(C(=O)c2ccccc2Nc2ccc(SC(F)F)cc2)CC(C)O1 (configuration not stated)	-1.4	8.3	9.7	0.2	0.0	-0.6	5.3	-4.9	7.7
COC(=O)C1CCN(CC(=O)Nc2sc3c(c2C#N)CCC3)CC1	3.0	18.6	8.4	0.2	1.1	0.9	-10.0	-8.1	6.9
O=C(NCCOc1ccc(Cl)cc1)C(=O)NCC1CCCO1 (configuration not stated)	2.1	-10.5	9.7	-0.3	0.5	-1.3	-2.1	-7.2	8.0
Cc1cccc(C)c1NC(=O)Cn1cnc2c(=O)n(C)c(=O)n(C)c21	22.0	20.9	-4.6	0.7	0.5	3.6	11.9	-1.6	4.7
COc1ccc(-c2noc(CCCC(=O)Nc3ccc(C(N)=O)cc3)n2)cc1	-0.5	-24.9	82.2*	0.8	1.6	-4.5	-5.4	-11.0[fluorescence artefact?]	6.5
Fc1nc(N2CCCC2)c(F)c(Oc2ccccc2Oc2c(F)c(F)nc(N3CCCC3)c2F)c1F	8.4	5.7	-11.6	1.4	2.1	0.2	7.9	1.4	18.6
CN1CCN(CCNC(=O)c2cc3c(=O)n(C)c4ccccc4c3n2C)CC1	17.9	10.8	-26.1	0.6	0.9	1.3	-17.0	-0.9	6.7
Cn1c(SCC(=O)c2ccc(F)cc2)nnc1-c1cnccn1	15.0	17.1	-11.5	0.0	0.1	-3.3	4.3	9.4	6.0
CS/C(N)=N/N=C/c1cc(C)ccc1O	39.4	-21.8	5.5	-0.1	-1.5	x	8.0	0.0	18.1
COc1ccc(CC(=O)N2CCN=C2SC)cc1OC	-2.9	-5.5	-0.9	1.7	2.1	1.6	-13.2	-3.5	12.4
CC1C(c2ccccc2)N(C)C(c2ccccc2)CC1(O)c1ccc(F)cc1 (configuration not stated)	-1.9	21.3	84.8*	0.7	0.2	12.5	-7.0	-8.7	12.1
CC1(C)CN(c2cccc(C#N)c2)C1=O	10.6	3.4	8.5	1.0	-0.1	-3.0	16.8	-10.2	6.9
CN1CCc2c(sc3c2c(=O)n(-c2ccccc2)c2n[nH]c(=S)n32)C1	-3.6	28.6	-4.1	1.3	2.5	0.4	-4.9	-4.7	0.1

Whole records, looked up by structure. Order of values: PPC-1+TRAIL kill, EP2 modulator, CHOP inh, TRPML3 ag, zfTRPN1 agonist, NPY-Y1 antag, NPY1 pot ag, 14-3-3 Bad PPI, EP2 antag
`CCN(CCn1cccn1)C(=O)c1cc(COc2cccc3cccnc23)on1` in the list: -5.8, -14.6, 19.9, -0.1, 0.1, -3.5, 5.2, -4.9, 5.8
`CS/C(N)=N/N=C/c1cc(C)ccc1O` in the list: 39.4, -21.8, 5.5, -0.1, -1.5, x, 8.0, 0.0, 18.1

Following part.
SMILES	PPC-1+TRAIL kill	EP2 modulator	CHOP inh	TRPML3 ag	zfTRPN1 agonist	NPY-Y1 antag	NPY1 pot ag	14-3-3 Bad PPI	EP2 antag
CC(/C=C/c1ccco1)=N\NC(=O)CNc1cccc(C)c1	12.6	-17.6	7.2	0.2	-1.3	0.4	1.1	-12.0	4.2
O=C(Cc1ccccc1)N/N=C/c1cc2c(cc1Cl)OCO2	3.5	-47.2	35.8	0.9	0.9	-4.9	-2.1	-7.5	7.6
Cc1cc(C)n(CC(=O)Nc2ccccc2)n1	6.9	-1.7	2.2	0.1	1.1	2.2	8.4	9.3	7.2
N#C/C(=C\c1ccc(-c2ccc(Br)cc2)o1)C(=O)NCCc1c[nH]c2ccccc12	2.7	-83.7	63.3	0.8	-0.4	3.4	-9.5	-20.4[fluorescence artefact?]	10.2
COc1ccc(/C=N/NC(=O)c2cc(-c3ccccc3OC(C)C)nc3ccccc23)cc1CN1CCOCC1	14.1	-8.9	23.3	0.2	0.8	-2.3	-25.9	-12.0	22.8
COc1ccc(-n2nc(C(=O)NCc3ccco3)c3c4ccccc4n(C)c3c2=O)cc1	25.4	23.8	44.4	1.4	-0.1	5.7	-29.5	2.3	8.5
O=C(Nc1nc2ccc(F)cc2s1)C1CCN(S(=O)(=O)c2cc([N+](=O)[O-])ccc2Cl)CC1	12.0	-79.0	90.0*	0.8	2.9	-2.8	23.0	-4.4	27.6
Cc1nsc(Nc2ccccc2)c1C#N	18.6	-17.9	26.2	0.5	1.2	-0.7	14.3	-11.4	6.9
C=CCn1cc(/C=N/Nc2nc3ccccc3[nH]2)c2ccccc21	12.0	-65.5	59.3	0.3	3.2	-7.0	47.9*	-16.8	23.7
NS(=O)(=O)c1ccc(NC(=O)CSc2nnc(-c3cnccn3)n2-c2ccccc2)cc1	15.4	16.0	1.2	0.5	-0.6	5.7	-17.5	3.7	12.2
CC(=O)OC(C#CCN1CCOCC1)c1ccccc1 (configuration not stated)	17.2	25.5	-5.5	1.1	1.0	6.1	11.5	20.9[fluorescence artefact?]	8.3
O=c1c2c3c(sc2nc(NCCO)n1Cc1ccco1)CCCCC3	7.3	-5.0	14.6	0.4	-0.8	-0.9	18.2	-11.3[fluorescence artefact?]	10.7
COc1ccc(NC(=O)CSc2nc3c(c(=O)n2-c2ccc(C)cc2)SCC3)c(OC)c1	1.2	10.8	5.2	1.2	0.8	3.2	0.8	1.1	9.2
O=C(NCCN1C(=O)S/C(=C\c2ccc(Cl)cc2)C1=O)c1ccc(F)c(S(=O)(=O)N2CCOCC2)c1	33.8	-1.0	30.3	0.4	1.9	1.1	8.5	-3.9	2.6
